Screens from PubChem BioAssay.
D1 ag – agonists of human D1 dopamine receptor. P21728. HEK293 T-REx D1 cells, calcium flux, agonist mode. activation, % at 2 µM. 360,000 compounds, 1% hits; note: 0% is about no effect
Target sequence (P21728 whole entry, looked up): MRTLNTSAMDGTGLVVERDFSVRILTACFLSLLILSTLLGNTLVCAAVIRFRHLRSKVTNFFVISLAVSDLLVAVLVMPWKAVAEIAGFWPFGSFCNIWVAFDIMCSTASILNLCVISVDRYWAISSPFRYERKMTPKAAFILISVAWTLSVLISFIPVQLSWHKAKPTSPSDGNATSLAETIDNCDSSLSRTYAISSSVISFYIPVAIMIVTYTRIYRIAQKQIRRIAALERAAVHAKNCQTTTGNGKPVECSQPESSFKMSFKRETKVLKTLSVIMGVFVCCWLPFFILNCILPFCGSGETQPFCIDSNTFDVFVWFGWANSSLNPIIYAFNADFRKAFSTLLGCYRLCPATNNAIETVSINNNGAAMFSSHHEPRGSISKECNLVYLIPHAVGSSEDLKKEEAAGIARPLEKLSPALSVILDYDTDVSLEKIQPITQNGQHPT
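Tetracycline-induced HEK293 TREx D1 cells, force-coupled to calcium signalling, were dye-loaded with a no-wash calcium kit. Compound was pin-added after a 10 s baseline. Fluorescence was read kinetically at 1 cycle/s for 180 s, with calcium rises flagged as agonism.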
D1 antag – antagonists of human D1 dopamine receptor; P21728; HEK293 TREx D1 cells, calcium flux, dopamine EC80; stronger effect = lower value; activity change, negative = inhibition, % at 10 µM; 360,000 compounds, 3.2% hits; in the data active = activity change below about -30%; note: % is set by controls: 0 for no effect and ±100 for the full control effect
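Using tetracycline-induced force-coupled D1 Hek293 cells and a calcium dye, signals were followed for 180 s after compound, then for 180 s after EC80 dopamine, to detect inhibitors.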
TRHR agonist – activates the human TRH receptor. AID 493084. P34981. TRHR cells, calcium flux fluo-8, FDSS agonist mode. activation, % at 2 µM. 360,000 compounds, 0.18% hits; note: 0% is about no effect
Target sequence (P34981 whole entry, looked up): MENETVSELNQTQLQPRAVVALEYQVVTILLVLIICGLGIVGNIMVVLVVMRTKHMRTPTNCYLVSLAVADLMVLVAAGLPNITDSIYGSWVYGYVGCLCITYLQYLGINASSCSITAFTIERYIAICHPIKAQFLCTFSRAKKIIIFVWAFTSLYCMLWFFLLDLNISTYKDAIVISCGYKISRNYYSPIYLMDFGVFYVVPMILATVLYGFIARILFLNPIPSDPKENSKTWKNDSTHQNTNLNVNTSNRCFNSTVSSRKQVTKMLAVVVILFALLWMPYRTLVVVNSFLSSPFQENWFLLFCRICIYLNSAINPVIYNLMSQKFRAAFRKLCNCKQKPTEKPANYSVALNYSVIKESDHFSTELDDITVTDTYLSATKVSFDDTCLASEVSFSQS
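In this calcium-flux screen, cells bearing human TRHR are dye-loaded with fluo-8, baselined for 10 cycles, then exposed to library compounds; positive kinetic calcium responses during the agonist phase mark hits, with TRH as control.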
D2 antagonist – antagonists of human D2 dopamine receptor | 340,000 compounds, 2% hits | inhibition, % at 10 µM | HEK293 TREx D2 cells, calcium flux, dopamine EC80; in the data active = inhibition above about 30%; note: 0% is about no effect
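Compounds are added to dye-loaded, induced HEK293 T-REx cells coupled to calcium release via D2; after a 3 min kinetic read an EC80 dopamine stimulus is given and fluorescence is recorded for 3 more min.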
TRHR enhancer – TRH receptor (human) allosteric enhancement. AID 493056. TRHR cells, fluo-8 calcium fluorescence, EC20 TRH enhancement. 360,000 compounds, 0.66% hits. P34981. enhancement, % at 2 µM; in the data active = enhancement above about 30%; note: 0% is about no effect
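TRHR-expressing cells loaded with fluo-8 calcium dye were read kinetically (ex 480/em 530) during compound addition, then stimulated with an EC20 of TRH (10 nM final). Enhancement of the Gq-mediated intracellular calcium response was scored.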
D2 potentiator – positive allosteric modulators of human D2 dopamine receptor. HEK293 T-REx D2, calcium flux, EC20 dopamine potentiation. P14416. potentiation, % at 10 µM. 340,000 compounds, 0.34% hits;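 active = potentiation over 3 SD above the plate norm, cut at about 30% in these data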; note: 0% is about no effect
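Cells plated with tetracycline inducer and held overnight at 30 C; calcium dye loaded 30–90 min at room temperature; baseline taken, compound added and read 180 s; EC20 dopamine then added and read 180 s.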
D2 agonist – D2 dopamine receptor (human) agonism. AID 485358. 340,000 compounds, 0.53% hits. P14416. HEK293 T-REx D2 cells, calcium flux agonist mode. activation, % at 2 µM;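 active = activation over 3 SD above normal in the single-dose calcium agonist read, cut at about 30% in these data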; note: 0% is about no effect
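Tetracycline-induced HEK293 Trex cells with D2 receptor force-coupled to calcium signaling, plated overnight at 30 C and loaded with no-wash calcium dye. Calcium flux read kinetically for 180 s after compound addition; responses flag agonists.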
D1 potentiator – enhances dopamine response at the human D1 receptor | 360,000 compounds, 0.036% hits | HEK293 TREx D1 cells, calcium flux, dopamine EC20 potentiation | potentiation, % at 10 µM | AID 504651 | P21728; in the data active = potentiation above about 30%; note: 0% is about no effect
RXFP1 antagonist – RXFP1 (human) relaxin receptor antagonism; Q9HBX9; HEK293-RXFP1, relaxin-stimulated cAMP HTRF, 30 min; stronger effect = lower value; activity change, negative = inhibition, % at 57.5 µM; 350,000 compounds, 0.59% hits; AID 1259400;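 active = activity change of -60% or lower, but not beyond a set lower limit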; note: % is set by controls: 0 for no effect and ±100 for the full control effect
An asterisk follows results filed as active; . = no result given. Cut-off read from the data, not from the text of the source, unless noted: active = activation above about 30%; inactive = the rest. The order is random; 7.1% or so of the library scored in one or more.

smiles	D1 ag	D1 antag	TRHR agonist	D2 antagonist	TRHR enhancer	D2 potentiator	D2 agonist	D1 potentiator	RXFP1 antagonist
O=C(NCc1ccc(-c2nc3ccccc3s2)cc1)c1ccco1	2.3	-6.0	1.0	-11.1	-4.9	-3.1	1.3	-3.6	.
COC(=O)c1c(NC(=O)c2ccc(S(=O)(=O)N3CCOCC3)cc2)sc2c1CCN(C(C)C)C2	1.0	-0.4	0.1	-17.0	3.1	4.6	-0.7	7.5	4.0
O=C(O)Cc1ccc(NC(=O)c2ccc(NC(=O)c3ccco3)cc2)cc1	1.2	3.9	0.4	-2.7	25.9	17.5	-0.6	0.1	-4.0
O=C(O)c1cccc(NC(=S)NC(=O)c2ccc3ccccc3c2)c1	1.1	4.6	-0.1	8.4	-2.4	-1.1	-1.5	-2.4	0.2
C=CCn1c(SCC(=O)Nc2c(C)n(C)n(-c3ccccc3)c2=O)nc2sc(C)c(-c3ccccc3)c2c1=O	2.1	-1.6	-1.3	-2.6	-2.3	-1.8	0.7	-6.2	8.7
Cc1nn2c(=O)c3c4c(sc3nc2n1-c1ccccc1)COC(C)(C)C4	2.6	1.9	-1.0	11.6	39.5*	7.6	-0.7	5.2	-6.0
N#Cc1c(N)nc(SCC(=O)C23CC4CC(CC(C4)C2)C3)c(C#N)c1-c1ccc(Cl)cc1	4.8	8.4	1.0	9.0	-1.3	-1.5	0.3	-3.2	0.5
COC(=O)c1ccc(Cn2c(=O)cc(C)c3c(C)nn(C)c32)cc1	18.4	-23.6	0.3	.	-8.4	-8.5	1.5	-5.1	-6.5
COc1ccc(Cn2nnnc2C(c2cc(OC)ccc2OC)N2CCC(C(N)=O)CC2)cc1 (stereo not drawn)	4.6	-9.8	0.0	7.9	-3.7	-2.1	0.0	-0.2	1.9
CCOCCCNCc1cccc(OCc2ccc(F)cc2)c1	19.0	20.0	-0.7	-6.5	-2.6	-13.0	-0.7	-3.3	-2.3
COCC(C)n1c(C)cc(C(=O)CSc2cc(C)c3ccccc3n2)c1C (stereo not drawn)	2.5	10.6	0.1	-1.1	-2.5	-8.7	-0.7	-1.5	-14.8
O=C(NCc1ccccn1)NC1CCCCC1	-0.1	-8.1	-0.2	2.7	2.2	-1.7	-0.1	-2.1	10.2
CC(C)C(=O)Nc1c(C(=O)N2CCN(c3ccccc3F)CC2)oc2ccccc12	-0.7	3.8	-0.4	.	-20.7	6.4	-0.7	4.0	.
COC(=O)c1ccc(C(=O)OC)c(NC(=O)CS(=O)(=O)Cc2ccccc2)c1	-0.6	3.1	0.3	-17.2	0.8	-0.6	-0.1	-5.3	11.4
COc1ccc(/C=C/C(=O)Nc2nc(C)c(C(=O)N(C)C)s2)cc1	2.6	-2.5	-0.4	-1.5	-3.0	12.0	0.4	-2.5	-1.6
N#C/C(=C\c1c[nH]c2ccccc12)c1nnc2n1CCCCC2	2.3	12.7	0.1	10.7	-2.9	-6.2	0.4	-2.4	-8.6
CC(=O)NCC(=O)N1CCCC(C(=O)c2ccc(Oc3ccccc3)cc2)C1 (stereo not drawn)	1.3	-8.5	-0.9	-3.7	-8.9	0.5	-0.9	4.5	-7.6
CCNC(=S)NNC(=O)CC(C)C	3.1	-1.3	0.9	-17.9	7.1	7.2	1.2	-3.5	-4.5
O=C(NCCNC(=O)c1cc(F)cc(F)c1)c1cc(F)cc(F)c1	4.2	-11.7	-0.9	2.1	-3.9	16.3	-1.2	-6.0	-3.6
CCOC(=O)CN(C(=O)CSc1nnc(C)n1-c1ccccc1)c1ccccc1	0.7	-52.1*	-0.1	17.0	-19.6	-23.7	-1.0	-4.0	-8.0
CCC(C)(C)C1CCc2c(sc(NC(=O)C3c4ccccc4Oc4ccccc43)c2C(N)=O)C1 (stereo not drawn)	2.8	-1.2	-1.0	.	43.1*	6.9	-0.3	-4.8	.
Cc1onc(-c2c(F)cccc2Cl)c1C(=O)NC(=S)Nc1c(C)n(C)n(-c2ccccc2)c1=O	-0.2	-66.7*	-0.2	-3.6	-1.9	2.3	-0.4	-10.3	-21.6
CCc1ccc(NC(=O)CCc2nnc3ccc(N4CCC5(CC4)OCCO5)nn23)cc1	2.1	-0.6	-0.2	2.8	1.6	-1.8	0.4	-5.2	-7.6
Nc1c(-c2cccc(Cl)c2)cnc2c(-c3ccccc3)cnn12	3.5	-28.7	1.5	0.5	15.9	3.9	1.4	-2.5	-13.1
Cc1ccc(NC(=O)NCCCN2CCCC2=O)cc1Cl	3.1	-1.7	0.3	-8.8	9.8	-7.0	0.0	-0.6	-3.1
Cn1cnnc1SCC(=O)Nc1cccc(C(=O)O)c1	2.3	-6.0	0.4	-6.2	13.4	-4.0	-0.6	-3.8	-1.1
CC1(C)CC(=O)C=C(Nc2ccc3c(c2)CCC3)C1	-3.6	5.2	-1.1	.	-4.2	.	.	-5.2	4.6
COc1ccc(Br)cc1CNC(=O)Nc1cccs1	4.2	-0.4	-0.3	-15.2	2.4	0.3	-0.7	-3.6	-17.6
CNC(=O)NC(=O)C(C)OC(=O)c1c2c(nc3ccccc13)/C(=C/c1cccs1)CC2 (stereo not drawn)	8.5	2.9	19.5	-12.0	-6.7	13.3	11.6	-6.8	.
CC1CN(C(=S)Nc2ccc(Br)cc2Cl)CC(C)O1 (stereo not drawn)	-1.0	-9.1	-0.3	-3.5	-3.5	-9.0	-0.5	-2.6	0.7
Nc1c([N+](=O)[O-])cc(-c2cnc[nH]2)cc1[N+](=O)[O-]	2.4	3.7	-1.3	14.8	4.4	-3.6	-0.7	4.7	2.0
CCOC(=O)Nc1ccc2c(c1)N(C(=O)CNC)c1ccccc1CC2	7.3	-2.2	-1.8	1.9	1.1	0.0	-0.7	-0.4	-4.2
Cc1cc(C)cc(OCC(=O)Nc2ccc(N3CCCC3)cc2)c1	4.0	12.2	-0.2	-2.4	-0.2	5.9	1.2	-5.3	5.5
Cc1ccc(C(C)NC(=O)/C(C#N)=C\c2c(C)[nH]c3ccccc23)cc1 (stereo not drawn)	48.1*	-1.2	0.1	-1.8	6.8	10.3	-0.7	10.5	-9.1
O=C(CN1CC(c2ccccc2)CC1=O)Nc1ccc2c(c1)OCO2 (stereo not drawn)	-2.0	-5.7	-0.4	-14.4	0.8	20.4	0.0	-2.2	-6.8
CN(C)c1nc(OCCOC(=O)Nc2ccc(Cl)cc2Cl)nc(N(C)C)n1	6.0	20.3	-1.2	-5.9	-1.6	-9.8	-0.6	-0.3	1.6
CCC(=O)NC(=S)Nc1ccc(NC(=O)c2cccc([N+](=O)[O-])c2C)cc1	6.3	-39.8*	0.3	-9.3	7.9	-8.0	0.9	-9.8	17.0
Cc1cccc(NC(=S)NCCN2CCOCC2)c1	2.0	-8.1	0.5	3.2	15.2	-10.6	-0.1	-0.6	-6.7
CC1CCCN(S(=O)(=O)c2ccccc2[N+](=O)[O-])C1 (stereo not drawn)	0.6	10.6	0.1	7.6	17.9	-5.6	-0.9	-3.6	.
O=[N+]([O-])c1cccc(C(=Nc2ccc(Cl)cc2)NO)c1	-0.1	-4.6	0.2	6.5	-3.3	-10.2	0.4	-8.2	-7.7
Cc1cc(Br)ccc1NCc1ccccn1	0.3	-56.4*	0.2	-13.1	5.7	18.6	-0.4	5.7	-0.2
CCn1c(SCC(=O)Nc2cccc(O)c2)nc2c1c(=O)n(C)c(=O)n2C	-0.3	8.8	-1.2	-40.5	-3.8	4.9	-0.7	-1.8	-0.2
COc1ccc(Nc2nnc(-c3ccc(O)cc3)c3ccccc23)cc1C(N)=O	1.5	7.6	0.1	-0.3	3.2	-1.3	-1.4	3.1	-0.5
COc1ccc(C(C)=O)cc1COc1cccnc1[N+](=O)[O-]	-0.1	-2.2	0.1	-3.9	-1.3	-5.9	-0.4	-5.8	7.1
CCCCCCOc1ccc(N2C(=O)CC(N3CCC(C(=O)OCC)CC3)C2=O)cc1 (stereo not drawn)	6.6	2.1	0.1	-4.5	-2.5	9.6	1.0	1.9	-4.3
Cc1cnc(NC(=O)Cc2ccccc2Cl)s1	-1.2	8.2	0.3	-1.0	3.1	-13.2	0.4	-5.2	-64.3*
CC(=O)Nc1ccc(C(=O)OCC(=O)c2ccc(F)cc2)cc1	5.6	-20.1	0.4	-2.8	-0.3	11.9	-0.3	-4.3	-7.9
Cc1ccc2c(C)c(C(=O)N(C)Cc3ccncn3)oc2c1C	-0.3	4.4	-0.2	-3.0	29.4	-4.8	-0.1	-8.9	-0.3
O=C(NCc1ccco1)c1cc(NS(=O)(=O)c2cccc([N+](=O)[O-])c2)ccc1O	-2.4	2.7	-0.9	-32.2	2.2	2.2	0.6	-1.1	-1.4
CN(NC(=O)c1c(Cl)cccc1Cl)c1cccc(Cl)n1	1.0	1.9	-0.1	5.7	-4.2	-9.9	-0.1	-6.2	-24.4

Among those listed so far, these have a cyano group.
smiles	D1 ag	D1 antag	TRHR agonist	D2 antagonist	TRHR enhancer	D2 potentiator	D2 agonist	D1 potentiator	RXFP1 antagonist
N#Cc1c(N)nc(SCC(=O)C23CC4CC(CC(C4)C2)C3)c(C#N)c1-c1ccc(Cl)cc1	4.8	8.4	1.0	9.0	-1.3	-1.5	0.3	-3.2	0.5
N#C/C(=C\c1c[nH]c2ccccc12)c1nnc2n1CCCCC2	2.3	12.7	0.1	10.7	-2.9	-6.2	0.4	-2.4	-8.6
Cc1ccc(C(C)NC(=O)/C(C#N)=C\c2c(C)[nH]c3ccccc23)cc1 (stereo not drawn)	48.1*	-1.2	0.1	-1.8	6.8	10.3	-0.7	10.5	-9.1

(list continues)
smiles	D1 ag	D1 antag	TRHR agonist	D2 antagonist	TRHR enhancer	D2 potentiator	D2 agonist	D1 potentiator	RXFP1 antagonist
O=c1[nH][nH]c2nc(C(F)(F)F)cc(C(F)(F)F)c12	6.3	33.4	0.6	6.5	-3.5	-3.1	0.1	-0.2	-6.1
CCOc1ccc(NC(=S)NC(C)c2cccs2)cc1 (stereo not drawn)	4.3	-7.8	0.0	-2.7	4.9	7.4	-1.0	-4.9	-4.8
COc1cc(OC)c(OC)cc1/C=C1\CCC/C(=C\c2cc(OC)c(OC)cc2OC)C1=O	25.4	-18.5	7.8	-7.7	0.2	4.9	1.0	-6.3	-20.9
Cc1ccc(C)c(Nc2cc(C)nc(-c3ccccc3O)n2)c1	-0.2	8.6	0.2	-18.1	2.0	-5.7	0.8	10.2	-7.6
Cc1cc(NC(=O)c2cc(-c3ccc(Cl)c(Cl)c3)on2)n(-c2ccccc2)n1	1.2	-7.8	1.5	.	-13.1	17.2	-0.1	0.5	0.6
COC(=O)c1ccc(C)c(NC(=O)CN(c2ccc3c(c2)OCO3)S(C)(=O)=O)c1	-0.4	-5.7	-0.6	-26.5	13.2	15.2	0.0	-0.1	-4.9
